High-throughput results from PubChem BioAssay.
CendR NRP1 mod = modulators of CendR peptide binding to NRP-1, primary screen, biochemical, fluorescence polarization, uHTS. FAM-RPARPAR peptide binding to NRP-1. inhibition, % at 25 µM. 0.85% of 360,000 active;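 active = inhibition or corrected inhibition above about 18%, plus a signal ratio from 0.5 to 1.5, limit read from the data, passing the limit was not always enough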; note: strong numbers were not always called active
Target sequence (O14786 whole entry, looked up): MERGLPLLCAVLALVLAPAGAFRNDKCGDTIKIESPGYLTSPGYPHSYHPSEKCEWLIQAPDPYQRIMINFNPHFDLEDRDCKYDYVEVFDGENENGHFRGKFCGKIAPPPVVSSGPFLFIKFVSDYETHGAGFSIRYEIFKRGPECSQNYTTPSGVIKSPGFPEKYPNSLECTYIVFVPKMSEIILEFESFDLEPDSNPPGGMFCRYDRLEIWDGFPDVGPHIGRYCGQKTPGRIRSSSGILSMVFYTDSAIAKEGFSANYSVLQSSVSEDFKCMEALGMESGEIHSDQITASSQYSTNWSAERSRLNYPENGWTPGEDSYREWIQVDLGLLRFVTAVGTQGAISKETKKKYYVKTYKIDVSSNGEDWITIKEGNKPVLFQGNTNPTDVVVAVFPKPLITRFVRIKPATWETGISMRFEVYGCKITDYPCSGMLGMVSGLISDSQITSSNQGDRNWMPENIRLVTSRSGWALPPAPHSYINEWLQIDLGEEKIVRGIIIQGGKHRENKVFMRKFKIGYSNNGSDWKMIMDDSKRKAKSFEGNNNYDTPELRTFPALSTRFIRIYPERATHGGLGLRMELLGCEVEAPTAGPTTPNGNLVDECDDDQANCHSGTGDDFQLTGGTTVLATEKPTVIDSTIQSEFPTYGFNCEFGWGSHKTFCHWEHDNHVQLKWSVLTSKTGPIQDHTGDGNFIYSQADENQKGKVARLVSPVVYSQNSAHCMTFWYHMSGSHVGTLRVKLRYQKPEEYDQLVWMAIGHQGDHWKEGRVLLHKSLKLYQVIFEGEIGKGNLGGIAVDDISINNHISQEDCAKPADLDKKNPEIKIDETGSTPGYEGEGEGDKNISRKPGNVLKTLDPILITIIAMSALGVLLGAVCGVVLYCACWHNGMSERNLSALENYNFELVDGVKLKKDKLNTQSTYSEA
MT1-MMP act inh = blockers of MT1-MMP proenzyme processing, primary screen, HT1080 RFP-PRO-GFP cells, GFP/RFP fluorescence | AID 651647, 2012 | 0.061% of 360,000 active | GFP/RFP ratio fluorescence, overnight; percent of plate control window, DMSO zero | GFP/RFP ratio change, % at 20 µM | Matrix metalloproteinase-14 (Homo sapiens), P50281;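 active = GFP/RFP ratio change of at least 30% with cell ATP level not reduced by more than half and red fluorescence within 50% of control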; note: strong numbers were not always called active
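Material – HT1080 RFP-PRO-GFP cells · Control set – DMSO wells and RFP-L50D-GFP cells · Incubation – overnight cell settling, then overnight compound exposure, 37 °C, 5% CO2 · Compound dosing – single-point 20 µM compound, 1% DMSO · Read-out – GFP/RFP fluorescence ratio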
Rpn11 block = Rpn11 (PSMD14) deubiquitinase inhibitors, primary screen, biochemical, fluorescence polarization, uHTS; 0.59% of 360,000 active; AID 588493, 2011; calls only at 20 µM; human 26S proteasome, Ub4-pepOG fluorescence polarization; 20S core pre-blocked with epoxomicin; 26S proteasome non-ATPase regulatory subunit 14 (Homo sapiens), O00487;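 active = inhibition at 20 µM, scaled to each plate's controls, above about 33%, limit read from the data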
LMPTP block = LMPTP phosphatase inhibitors, primary screen, biochemical, fluorescence intensity, uHTS. Low molecular weight phosphotyrosine protein phosphatase (Homo sapiens), P24666. recombinant LMPTP-A, OMFP fluorogenic substrate. inhibition, % at 20 µM. 0.22% of 360,000 active;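 active = compounds that cut the enzyme signal by at least half of the control window in the single-dose screen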;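 note: plate controls were DMSO wells with enzyme plus substrate for no effect and substrate without enzyme for full effect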
Target sequence (P24666 whole entry, looked up): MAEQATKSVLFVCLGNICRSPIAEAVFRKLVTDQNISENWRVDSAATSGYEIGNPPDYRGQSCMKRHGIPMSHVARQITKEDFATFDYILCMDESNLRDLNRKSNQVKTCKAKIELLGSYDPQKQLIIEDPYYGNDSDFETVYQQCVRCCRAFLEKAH
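Test system – LMPTP-A phosphatase enzyme · Quantity – 0.625 nM LMPTP-A final · Reagent – OMFP substrate, 400 µM final · Dosing – one test concentration per compound, 20 µM, with 3% DMSO overall · Timing – 50 min enzyme reaction at room temperature, protected from light · Detection – fluorescence intensity · Controls – substrate-only low control, DMSO enzyme-plus-substrate high control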
SUMO1-SIM PPI = modulators of SUMO1 protein-protein interactions, primary screen, biochemical, uHTS; Small ubiquitin-related modifier 1 (Homo sapiens), P63165; SUMO1 binding to a labelled peptide, TR-FRET, 1 h; inhibition, % at 20 µM; 0.33% of 360,000 active; in the data active = inhibition above about 37%
SKN-1 block = suppressors of acrylamide-induced Pgst-4::GFP reporter in worms, primary screen, SKN-1 inhibitor project, whole organism, uHTS, GFP/RFP fluorescence ratio, strain VP596 | C. elegans VP596 Pgst-4::GFP/RFP ratio, 24 h | inhibition, % at 21.8 µM | 0.49% of 360,000 active;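 active = interference check ratio from 0.5 to 1.5 plus GFP to RFP signal ratio inhibition reaching or exceeding a fixed threshold, cut at about 30% in these data, passing the limit was not always enough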; note: some compounds called inactive have numbers as strong as hits
DNMT1 block = human DNMT1 methyltransferase inhibitors, primary screen, biochemical, molecular beacon, fluorescence, HinP1I cleavage, uHTS; DNA (cytosine-5)-methyltransferase 1 (Homo sapiens), P26358; inhibition (reported as % activation of signal), % at 10 µM; 0.83% of 360,000 active; AID 588458, 2011; in the data active = inhibition above about 50%
Scp-1 inhibitor = Scp-1 phosphatase inhibitors, primary screen, biochemical, colorimetric, uHTS | Carboxy-terminal domain RNA polymerase II polypeptide A small phosphatase 1 (Homo … | Recombinant Scp1, phosphopeptide, malachite green phosphate absorbance | inhibition, % at 20 µM | 0.88% of 340,000 active | AID 493091, 2011;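 active = inhibition above about 50% at 20 µM, limit read from the data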;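 note: plate controls were DMSO wells with enzyme for no effect and wells lacking enzyme for full effect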
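System: SCP-1 catalytic domain; Reagent: Phospho 17-mer peptide substrate; Doses: one concentration, 20 µM, with 1.0% DMSO; Incubation: 45 min room-temperature reaction, 5 min colour, 30 min stabiliser; Signal: Phosphate-binding colour reagent, absorbance read at 630 nm.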
NadD inh = inhibitors of S. aureus NadD, primary screen, biochemical, colorimetric, uHTS. Nicotinate-nucleotide adenylyltransferase NadD (Staphylococcus aureus N315). purified NadD enzyme, colorimetric absorbance read-out. inhibition, % at 20 µM. 0.78% of 360,000 active. AID 602399, 2012; in the data active = inhibition above about 26%; note: some compounds past the cut are filed as inactive
STEP inh = STEP phosphatase inhibitors, primary screen, biochemical, fluorescence intensity, uHTS; 0.25% of 360,000 active; recombinant STEP, OMFP fluorogenic substrate; inhibition, % at 20 µM;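 active = inhibition at 20 µM, scaled per plate between control wells, above about 37%, limit read from the data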;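 note: 0% = DMSO with enzyme and substrate and 100% = substrate only without enzyme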
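Material: STEP (striatal-enriched tyrosine phosphatase) enzyme, cell-free | Medium: 50 mM Bis-Tris pH 6.0 with 2.5 mM DTT and 0.005% Tween 20 | Read-out: Percent inhibition scaled to no-enzyme and uninhibited-enzyme controls, plate-pattern corrected | Signal: Fluorescence read at 480 nm ex / 540 nm em | Times: 20 min reaction, room temperature, in the dark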
* marks the source's active call; other numbers are inactive results; i = inactive; . = no result given.

SMILES | CendR NRP1 mod | MT1-MMP act inh | Rpn11 block | LMPTP block | SUMO1-SIM PPI | SKN-1 block | DNMT1 block | Scp-1 inhibitor | NadD inh | STEP inh
CCCCCNC(=O)Cc1ccc(S(=O)(=O)N2CCOCC2)s1 | -11 | 2 | i | -0.3 | 3 | 11 | -1 | -1 | -3 | 1
Fc1ccc(Cn2c(-c3cscn3)nc3ccccc32)c(Cl)c1 | 5 | 11 | i | 2.8 | 15 | -16 | -2 | -1 | 6 | 0
O=C1/C(=C/c2ccccc2F)SC(=S)N1CC(=O)N1CCCCC1c1cccnc1 (stereo not drawn) | -6 | 0 | i | 4.9 | -31 | 6 | -20 | 0 | 23 | 4
CC1CCc2sc(C(=O)NCc3ccccn3)cc2C1 (stereo not drawn) | -2 | 3 | i | 0.7 | -2 | 14 | 3 | -3 | 8 | 0
CC1=CCC(C(=O)O)(C(=O)N/N=C/c2cccs2)C(c2ccc([N+](=O)[O-])cc2)C1 (stereo not drawn) | 20 | 3 | i | 0.8 | -19 | 16 | 3 | -11 | 0 | 2
CC(=O)c1cc(C)ccc1OC(=O)c1ccncc1 | 1 | -1 | i | 0.0 | -2 | -16 | 2 | 5 | 1 | -3
O=C(NCCC1CCCCN1S(=O)(=O)c1ccccc1)C(=O)NCc1ccccn1 (stereo not drawn) | 7 | -1 | i | 0.2 | -4 | 3 | 2 | 1 | -1 | 1
Cc1ccc(-c2c3c(nc4sc(C(N)=O)c(N)c24)CCCC3)o1 | -28 | 0 | i | 0.3 | -4 | 7 | -3 | -2 | 3 | -2
COCCCNC(=O)C1CCCCN1S(=O)(=O)c1ccc(F)cc1 (stereo not drawn) | -4 | 6 | i | -1.2 | -1 | -5 | 0 | -5 | 1 | -7
O=C(Nc1ccc2c(c1)OCCO2)NC1(C(F)(F)F)Oc2ccccc2O1 | 3 | 6 | i | -1.6 | 4 | -6 | -1 | -10 | -9 | 3
O=C(O)c1ccc2nc(-c3ccccc3)sc2c1 | -3 | -2 | i | -1.3 | 4 | -7 | 9 | 4 | -10 | -2
O=C(c1c[nH]c(C(=O)N2CCN(Cc3ccccc3)CC2)c1)C1CCCCC1 | -5 | -2 | i | 0.3 | -4 | 8 | 0 | -8 | -4 | -4
CCCN1CCC(=O)N(CCN=[N+]=[N-])CC1 | -3 | -5 | i | -1.8 | -3 | 7 | 0 | -10 | -6 | 0
O=C(NCCCN1CCOCC1)c1cnn2c(-c3ccccc3)cc(-c3ccccc3)nc12 | 2 | 1 | i | 0.6 | -25 | 3 | 2 | -4 | 1 | -1
Cc1ccc(CNCCNCCO)s1 | 13 | 1 | i | -3.3 | -1 | 3 | 1 | -3 | -1 | 1
O=C(NC1CCCc2ccccc21)N[C@@H](Cc1ccccc1)C(=O)O (stereo partly drawn) | -3 | -2 | i | -2.8 | -3 | 8 | 0 | -9 | -4 | -2
COC(=O)C[C@H]1CC[C@H](NC(=O)Nc2ccccc2F)[C@@H](CO)O1 | -8 | -5 | . | -1.8 | 2 | -8 | . | . | . | .
CN1CC(c2ccccc2)C2(COc3ccccc3C2=O)C12C(=O)Nc1ccccc12 (stereo not drawn) | -2 | -5 | i | 1.0 | 3 | 4 | -11 | 3 | -4 | -2
COc1cc(CN2C[C@@H](CO)O[C@@H](n3cnc4c(NCc5ccco5)ncnc43)C2)cc(OC)c1OC | 2 | 3 | i | -0.4 | -6 | -7 | 0 | . | 2 | 2
COC(=O)C1=C(C)NC(C)=C(C(=O)OC)C1c1ccc(C)o1 | 14 | 3 | i | 0.4 | 5 | 15 | 1 | -1 | -9 | -1
Cc1ccc(-n2cc(CNCCn3nc(C)cc3C)c(-c3ccc(F)cc3)n2)cc1 | -7 | -8 | i | 1.0 | -5 | 0 | -2 | 1 | 4 | 0
CN(c1ccccc1)S(=O)(=O)c1ccc(C(=O)Nc2nnc(C3CC3)s2)cc1 | -19 | 0 | i | -2.1 | 1 | -4 | 24 | 1 | 5 | 1
CCC(=O)N1CCN(c2ccc(NC(=O)c3c(F)c(F)c(OC)c(F)c3F)cc2)CC1 | 4 | 5 | i | -1.9 | 0 | 13 | 0 | -3 | -5 | 16
Cc1cc(NC(=O)CSCC(=O)N(C)Cc2ccc(Cl)c(Cl)c2)no1 | 16 | -2 | i | -9.0 | -102 | 0 | -22 | -13 | -1 | 1
COc1ccc(C(=O)NCc2nnc(SCC(=O)N3CCCC3)o2)cc1OC | -3 | 1 | i | -2.4 | 1 | -5 | 2 | 1 | -1 | 2

3 compounds from above, sorted by length of the SMILES, low to high:
SMILES | CendR NRP1 mod | MT1-MMP act inh | Rpn11 block | LMPTP block | SUMO1-SIM PPI | SKN-1 block | DNMT1 block | Scp-1 inhibitor | NadD inh | STEP inh
Cc1cc(NC(=O)CSCC(=O)N(C)Cc2ccc(Cl)c(Cl)c2)no1 | 16 | -2 | i | -9.0 | -102 | 0 | -22 | -13 | -1 | 1
O=C(c1c[nH]c(C(=O)N2CCN(Cc3ccccc3)CC2)c1)C1CCCCC1 | -5 | -2 | i | 0.3 | -4 | 8 | 0 | -8 | -4 | -4
O=C1/C(=C/c2ccccc2F)SC(=S)N1CC(=O)N1CCCCC1c1cccnc1 (stereo not drawn) | -6 | 0 | i | 4.9 | -31 | 6 | -20 | 0 | 23 | 4

Further records follow:
SMILES | CendR NRP1 mod | MT1-MMP act inh | Rpn11 block | LMPTP block | SUMO1-SIM PPI | SKN-1 block | DNMT1 block | Scp-1 inhibitor | NadD inh | STEP inh
O=C(Nc1ccccc1)Nc1ccc2nnsc2c1 | 0 | 5 | i | 0.8 | -7 | 17 | -2 | -14 | -2 | 2
CCCNC(=O)C1CCC(CNS(=O)(=O)c2cccc3nsnc23)CC1 (stereo not drawn) | 6 | 0 | i | -1.5 | -33 | -20 | 1 | -6 | -6 | -1
COc1ccc([C@@H]2[C@@H]3C(=O)N(C(C)(C)C)C(=O)[C@@H]3[C@]3(Cc4ccc(Cl)cc4)C(=O)N(c4cccc(C)c4)C(=O)N23)cc1 | 0 | 0 | i | 0.0 | -4 | -11 | -15 | -9 | 0 | 1
Cc1ccc(S(=O)(=O)N2CCN(CC(=O)N/N=C/c3ccc(Br)s3)CC2)cc1 | 0 | -3 | i | 0.3 | -11 | 11 | -4 | 0 | 1 | 3
Cc1nn(-c2ccccc2)c(C)c1C(=O)OC(C)C(=O)NC1CCCCC1C (stereo not drawn) | -2 | -6 | i | -0.2 | 1 | 8 | 0 | -13 | -6 | 4
O=C(Nc1ccc(F)cc1)N1CCN(C(=O)C2CCCO2)CC1 (stereo not drawn) | 3 | 2 | i | -1.6 | 0 | 14 | 1 | -8 | -6 | 0
COc1ccc(/C=C/c2cc(C(=O)O)c3ccccc3n2)cc1 | 0 | -1 | i | 0.0 | -12 | -14 | 1 | -9 | -1 | -1
COc1ccc(C(CNC(=O)c2ccc(S(=O)(=O)Nc3ccccc3C)cc2)N2CCOCC2)cc1 (stereo not drawn) | 5 | -1 | i | -0.8 | 4 | 13 | -1 | -6 | 0 | -2
O=C(NCCc1ccccc1)C1CCC(=O)N(Cc2cccc(C(F)(F)F)c2)C1 (stereo not drawn) | 11 | -2 | i | 0.2 | 4 | -10 | 1 | -5 | -4 | -2
COc1ccc(NC(=O)CN(C2CCCCC2)S(C)(=O)=O)cc1Cl | -10 | 4 | i | 0.1 | 1 | -20 | 6 | -9 | -7 | -1
Cc1cc(=O)[nH]c(SCC(=O)Nc2nnc(SCc3ccccc3)s2)n1 | -3 | 7 | i | 2.8 | 6 | -14 | 3 | 9 | 2 | -2
O=C(NC1CCCC1)C(c1ccncc1)N(Cc1cccs1)C(=O)c1csnn1 (stereo not drawn) | -4 | -7 | i | -1.0 | -4 | 9 | -15 | -2 | 1 | 0
C=C(C)Cn1c(CCNC(=O)c2ccco2)nc2ccccc21 | 1 | 1 | i | 0.4 | 6 | 4 | -1 | 20 | -2 | 1
Cc1ccsc1/C=C1/CN(C)Cc2c1nc1ccccc1c2C(=O)O | -4 | -6 | i | 0.0 | -8 | 3 | -2 | -6 | -2 | -3
Cc1ccc(-n2nc(C)c3c(C)c(CCC(=O)Nc4ccc(CN5CCCC5)cc4)c(C)nc32)cc1 | 5 | . | i | 1.5 | -39 | 0 | 1 | 2 | 6 | 6
N#CCCCSc1ncccc1-c1nc2ccccc2[nH]1 | -8 | 14 | i | -0.8 | 7 | 4 | -7 | -4 | 2 | 1
O=C(OCN1C(=O)c2ccccc2C1=O)c1cccc(OC(F)F)c1 | -2 | 0 | i | -0.8 | -10 | 30 | 0 | -3 | -6 | 0
O=C(Nc1cccc(-c2nc3cccnc3s2)c1)c1ccc(Cl)nc1 | -6 | -2 | i | 1.2 | -2 | 3 | 18 | -18 | 1 | -1
COc1cc(C2NC(C(=O)O)Cc3c2[nH]c2ccccc32)cc(OC)c1OC (stereo not drawn) | 2 | -11 | i | 0.3 | 5 | 7 | -1 | -5 | 5 | -5
COc1ccc(OCCCC(=O)NCCc2ccccc2)cc1 | -11 | 4 | i | -1.3 | -2 | 4 | -1 | -14 | -2 | -4
CC(C)(C)S(=O)(=O)/C(C#N)=N/Nc1ccc(S(N)(=O)=O)cc1 | 5 | 2 | i | -2.4 | -4 | -3 | -2 | 2 | 0 | -2
O=C(O)C1(Nc2ccc(Cl)cc2)CCCC1 | 5 | 1 | i | -0.9 | 5 | 14 | 4 | -16 | -2 | -1
CC(C)Cc1ccc(S(=O)(=O)N2CCOCC2)cc1 | -11 | 0 | i | -0.4 | 1 | 4 | 2 | -3 | 2 | 2
COc1ccc(-n2cnc3cc(C(=O)NCC4CCCO4)ccc32)cc1 (stereo not drawn) | 4 | 0 | i | -0.3 | -3 | 10 | 1 | -2 | 0 | 2
COc1ccc(CN2C(=O)c3cccc4cccc(c34)C2=O)cc1 | -10 | 5 | i | -1.0 | -7 | -1 | 10 | -14 | -4 | 0

Hits appear at their usual frequency, and some 3.9% of all compounds hit somewhere here.
